High-throughput results from PubChem BioAssay.
FBW7 activator: FBW7 E3 ligase activators, primary screen, biochemical, AlphaScreen, human; F-box/WD repeat-containing protein 7 (Homo sapiens), Q969H0; AlphaScreen FBW7–phospho-cyclin E peptide binding, activator screen; normalized activity (activation), % at 26.1 µM; 0.13% of 650,000 active; in the data active = normalized activity above about 1.9%;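 also: purified mutant Fbw7 with reduced substrate affinity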
GPR151 activ: activators of human GPR151, primary screen, cell-based, PathHunter beta-arrestin, luminescence | AID 1508602, 2020 | activation, % at 11.2 µM | 1% of 650,000 active | PathHunter beta-arrestin GPR151 cells; in the data active = activation above about 4.9%;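 also: 0% = median of compound wells and 100% = cells with positive control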
Target sequence (Q8TDV0 whole entry, looked up): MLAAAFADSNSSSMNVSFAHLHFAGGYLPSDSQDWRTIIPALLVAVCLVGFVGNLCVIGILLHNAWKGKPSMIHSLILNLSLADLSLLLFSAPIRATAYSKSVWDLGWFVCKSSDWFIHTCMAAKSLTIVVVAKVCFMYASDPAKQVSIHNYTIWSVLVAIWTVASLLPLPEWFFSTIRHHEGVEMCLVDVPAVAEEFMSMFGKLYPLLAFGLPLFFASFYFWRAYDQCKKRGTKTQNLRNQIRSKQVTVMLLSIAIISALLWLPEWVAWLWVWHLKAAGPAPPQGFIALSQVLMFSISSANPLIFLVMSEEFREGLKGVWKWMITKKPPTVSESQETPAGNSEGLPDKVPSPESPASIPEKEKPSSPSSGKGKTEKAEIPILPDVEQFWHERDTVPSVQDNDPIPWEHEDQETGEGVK
MITF inh: MITF inhibitors, primary screen, biochemical, AlphaScreen, human. Microphthalmia-associated transcription factor (Homo sapiens), O75030. AlphaScreen MITF homodimerization, bead proximity signal. inhibition, % at 2.6 µM. 0.91% of 650,000 active. AID 1259374, 2018; in the data active = inhibition above about 50%;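 also: 0% = vehicle wells with protein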
Target sequence (O75030 whole entry, looked up): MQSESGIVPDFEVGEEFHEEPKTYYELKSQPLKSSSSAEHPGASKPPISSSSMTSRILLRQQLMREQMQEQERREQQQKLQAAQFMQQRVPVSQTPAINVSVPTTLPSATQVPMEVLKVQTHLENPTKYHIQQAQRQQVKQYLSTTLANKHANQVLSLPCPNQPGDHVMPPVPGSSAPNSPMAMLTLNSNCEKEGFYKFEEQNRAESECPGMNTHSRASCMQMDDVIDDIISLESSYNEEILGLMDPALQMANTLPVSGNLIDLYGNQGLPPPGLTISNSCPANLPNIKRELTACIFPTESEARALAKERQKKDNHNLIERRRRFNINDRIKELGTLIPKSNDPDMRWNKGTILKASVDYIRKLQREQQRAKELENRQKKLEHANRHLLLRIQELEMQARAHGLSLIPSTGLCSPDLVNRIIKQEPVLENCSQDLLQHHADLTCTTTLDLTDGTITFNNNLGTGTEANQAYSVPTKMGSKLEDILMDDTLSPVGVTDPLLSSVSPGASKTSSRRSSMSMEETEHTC
TEAD-YAP block: TEAD-YAP interaction inhibition, primary screen, TEAD-YAP interaction inhibitor project, luminescence, HEK-TIYL cells; inhibition, % at 9.12 µM; 1.4% of 640,000 active; AID 1259422, 2018; TEAD-Gal4/YAP UAS-luciferase luminescence; in the data active = inhibition above about 32%;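 also: 0% = median of test compound wells and 100% = reference inhibitor wells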
* hit, by the source's call.

Sequence of screens – MITF inh	TEAD-YAP block	GPR151 activ	FBW7 activator
- CCNc1cccc(C(=O)NCCN(C(C)C)C(C)C)n1
    11.2	12.3	-0.6	0.2
- O=C1N=C(N2CCN(C3=NC(=O)/C(=C/c4cc(Br)ccc4O)S3)CC2)S/C1=C\c1cc(Br)ccc1O
    22.6	-0.7	-0.3	0.0
- Cn1c(=O)[nH]c(=O)c2c1ncn2Cc1c(F)cccc1Cl
    -13.4	-0.4	-0.9	-0.2
- O=C(COC(=O)c1cc(=O)c2ccccc2o1)Nc1ccc(Br)cc1
    10.8	10.8	0.3	0.2
- COCc1cc(C)nc(N/N=C/c2ccc(-c3ccc([N+](=O)[O-])cc3)o2)c1C#N
    9.3	1.5	-0.1	-0.3
- COc1ccc(C2=N/C(=C\c3ccccc3Cl)C(=O)O2)cc1[N+](=O)[O-]
    2.3	6.5	-0.4	0.0
- Cc1nc(SCC(O)CCl)c([N+](=O)[O-])[nH]1 (configuration not stated)
    1.9	-2.6	8.5*	0.3
- O=C(NCCCNc1ccc(C(F)(F)F)cc1[N+](=O)[O-])c1cc(F)c(F)cc1Cl
    11.8	4.7	0.1	-0.1
- CCOC(=O)c1sc(=S)n(-c2ccc(OC)cc2)c1C
    -5.5	7.8	2.1	-0.1
- CCOC(=O)N1CCC(NC(=O)C2CCN(c3nc4ccccc4[nH]c3=O)CC2)CC1
    17.2	4.7	1.2	0.3
- CCOC(=O)c1c(NC(=O)Cc2ccccc2)sc(C(=O)Nc2cccc(Cl)c2)c1C
    16.6	2.9	-1.1	-0.1
- CCOC(=O)C1=C(CC)OC(N)=C(C#N)C1c1ccc(Br)cc1 (configuration not stated)
    -7.7	-3.1	0.1	-0.1
- Cc1ccccc1-n1c(O)c(C=NCCCn2ccnc2)c(=O)[nH]c1=O
    -14.1	9.0	1.0	-0.2
- CC(C)OC(=O)C1=c2/c(=C/c3cccnc3)c(N)c(C#N)n2C(=O)C(c2cccnc2)S1 (configuration not stated)
    12.5	0.1	-0.6	0.3
- Cc1cc(N2CCN(C)CC2)nc2ccc(NC(=O)CCC(=O)NCc3ccccn3)cc12
    16.2	-2.0	0.2	0.0
- Cc1ccccc1N=Cc1c(O)n(-c2ccccc2Cl)c(=O)[nH]c1=O
    1.7	8.8	0.5	0.0
- COc1cc(OC)cc(C2C(C#N)=C(N)SC(N)=C2C#N)c1
    11.2	-8.7	-0.2	0.3
- CCCCCCOc1ccc(C(=O)OC2COC(c3ccc(Cl)cc3)OC2)cc1 (configuration not stated)
    6.3	-2.9	0.9	0.0
- CC(C)CC(c1nnnn1Cc1ccco1)N1CCN(Cc2ccccc2)CC1 (configuration not stated)
    1.6	15.2	-1.2	0.1
- Cc1cccc(OCC(=O)Nc2ccc3c(c2)OCO3)c1
    8.4	-32.2	-1.1	0.1
- Cc1cccc(-n2ncc3c(N4CCCC(C)C4)ncnc32)c1 (configuration not stated)
    -15.6	95.9*	-3.3	0.0
- COc1ccc(C(NC(=O)c2cnc3scc(C(C)(C)C)n3c2=O)C(F)(F)F)cc1 (configuration not stated)
    4.6	-1.6	0.6	0.0
- Cc1nc(Nc2cccc(N(C)C)c2)nc(Nc2cccc(N(C)C)c2)c1[N+](=O)[O-]
    26.2	-2.2	1.5	-0.8
- COc1ccccc1NC(=O)C1C2CCCCC21 (configuration not stated)
    -5.7	-3.0	-0.8	0.0
- CN(CC(=O)N1CCN(c2cccc(Cl)c2)CC1)S(=O)(=O)c1cnc[nH]1
    6.5	-4.5	-0.7	-0.3
- CCc1c(C)sc(NC(=O)c2cc3nc(-c4ccc5c(c4)OCO5)cc(C(F)(F)F)n3n2)c1C#N
    14.0	10.4	-0.2	0.4
- COc1ccc(CCNC(=O)c2ccc3nc(Br)sc3c2)cc1
    9.3	-8.8	1.3	0.0
- O=C(c1ccc(OC2CCN(CC3CC=CCC3)CC2)cc1)N1CCCCC1 (configuration not stated)
    12.8	-3.8	-0.5	-0.1
- CCOC(=O)c1c(NC(=O)C(C)Sc2nnc(CNC(=O)c3cccc(C)c3)n2C)sc2c1CCCCC2 (configuration not stated)
    1.6	-13.2	-1.2	0.0
- CC1(C)OC(=CC=[N+]2CCOCC2)OC1(C)C
    -6.7	1.8	-0.8	0.1
- CC(C)(C)NC(=O)CN1CCC(n2nnc3cc(F)ccc32)CC1
    -0.9	-11.4	-0.6	0.0
- O=C1Cc2cc(S(=O)(=O)Nc3ccccc3)cc3c2N1CCC3
    -2.8	6.6	-0.3	0.0
- COC(CN(C)C1=NC(=O)/C(=C\c2cccc3ccccc23)S1)OC
    3.9	20.2	-1.2	-0.1
- CCCCC1CCC(C(=O)Nc2noc3ncccc23)CC1 (configuration not stated)
    8.7	5.9	-1.3	0.4
- CC(=O)N1CCN=C1Nc1c(Cl)nc(C)nc1Cl
    -6.6	-11.4	-1.3	0.2
- O=C(CSc1nnc(NC2CCCCC2)s1)N1CCOCC1
    9.6	-20.4	1.2	0.0
- O=C(NC(=S)Nc1ccc(N2CCCCC2)cc1)c1ccc(F)cc1
    20.6	2.2	-0.5	0.3
- CC(C)OC(=O)c1c(NC(=O)c2cnn3c(C(F)(F)F)cc(-c4ccco4)nc23)sc2c1CCCC2
    19.0	-7.6	-0.3	0.4
- CN(C)C(=O)c1ncccc1Nc1cc(Nc2ccc3c(c2)CC(=O)N3)ncc1C(F)(F)F
    3.5	-6.9	2.6	0.0
- COC(=O)c1ccccc1NC(=O)CSc1nc(C)cc(C)n1
    10.3	-3.2	-0.9	0.0
- Cc1ccc(CNC(=O)C(=O)c2c(C)[nH]c3ccccc23)cc1
    -8.1	-4.0	1.8	0.1
- O=C(NCCO)/C(=C/c1ccc2c(c1)OCO2)NC(=O)c1ccc(Br)cc1
    -0.9	-0.6	1.6	-0.1
- O=C(N/N=C\c1ccc[nH]1)C1COc2cc3ccccc3cc2O1 (configuration not stated)
    23.2	8.0	-1.8	0.0
- CC(C)C(=O)Nc1ccccc1N1CCN(C(=O)C(C)C)CC1
    -19.2	-10.1	-0.9	0.0
- CC(C)N(CCNc1nc(-c2ccc(C(=O)NC3CC3)cc2)nc2c1ncn2Cc1ccc(C(F)(F)F)cc1)C(C)C
    4.3	1.1	-0.3	0.2
- COc1ccccc1C1(C)CCc2oc3ccc(Br)cc3c2-c2oc(C)cc21 (configuration not stated)
    0.2	2.2	-0.8	0.0
- O=C(CNC(=O)c1ccc2c(c1)OCO2)N/N=C/c1ccc(Br)o1
    2.7	-7.3	-0.7	-0.2
- COc1ccc(-n2c(C)c(C(=O)O)c3cc(O)ccc32)cc1
    11.6	9.5	1.3	0.1
- COc1cccc(C(=O)NC(c2ccco2)c2cc(Cl)c3cccnc3c2O)c1 (configuration not stated)
    24.6	79.0*	-0.1	-0.3
- Cc1ccc(C(=O)Nc2c(C(=O)NCc3ccco3)cnn2-c2ccccc2)cc1
    0.6	3.8	0.3	0.2

Next compounds.
Sequence of screens – MITF inh	TEAD-YAP block	GPR151 activ	FBW7 activator
- COc1ccc(CCNc2cc(Nc3ccnn3C)ncn2)cc1
    11.5	15.3	4.3	0.2
- O=C(Nc1ccc(Cl)c([N+](=O)[O-])c1)/C(=C/c1ccc2c(c1)OCO2)NC(=O)c1ccccc1Br
    -4.9	7.1	1.1	0.5
- O=C(NCc1cccnc1)[C@@H]1C[C@H](NCC2CCCCC2)CN1Cc1ccc(Cl)cc1
    14.9	10.5	0.4	-0.2
- O=C(COC(=O)c1cc([N+](=O)[O-])ccc1NCCO)c1ccccc1F
    12.4	-1.6	-0.9	0.1
- CC12CCC(C(=O)Nc3ccc(Br)cc3)(C(=O)C1=O)C2(C)C (configuration not stated)
    -6.1	0.8	2.6	0.1
- CSCCC(NS(=O)(=O)c1cccc(C(F)(F)F)c1)C(=O)O (configuration not stated)
    11.7	-14.6	0.0	-0.1
- CC(C)c1ccc(NC(=O)C(=O)NCCCn2ccnc2)cc1
    4.1	7.4	-0.1	0.0
- COc1ccc(-c2noc(COc3ccc(C#N)cc3OC)n2)cc1
    4.9	-7.6	1.5	-0.1
- CCOc1nc(C)nc(NC(=O)NS(=O)(=O)c2ccccc2C(=O)OC)n1
    33.5	-5.2	-0.6	0.7
- Cc1cc(C)nc(/N=C(\N)N2CCC(C(N)=O)CC2)n1
    7.6	11.5	3.6	0.1
- CCOc1ccc(-n2nnc3c(=O)n(CC(=O)Nc4cccc(OC)c4)cnc32)cc1
    8.4	2.6	-1.5	0.1
- O=C(NCc1cccc(F)c1)C1CCN(c2nnc(N3CCCC3=O)s2)CC1
    6.2	0.2	-0.2	-0.1
- Nc1n[nH]c(-c2ccc(Cl)cc2Cl)n1
    -2.4	-13.6	-1.0	-0.1
- Cc1nn(CC(=O)Nc2cc(F)ccc2F)c(C)c1[N+](=O)[O-]
    -0.3	13.4	0.4	-0.1
- CC(C)(C)OC(=O)N1CCNc2ccccc2C1
    12.7	-1.3	-0.9	0.0
- Cc1nc2nc(SCC(=O)O)nn2c(C)c1C
    4.0	-10.7	-0.5	-0.1
- CCN(C(=O)[C@@H]1[C@H]2C[C@H]3[C@@H]1C(=O)O[C@H]3C2)c1c(C)cccc1C
    12.7	10.3	0.7	0.3
- Cc1cccc(NS(=O)(=O)c2cc3c4c(c2)CC(=O)N4CCC3)c1
    14.2	7.0	-3.2	0.8
- O=C1N[C@H](Cc2ccccc2)C(=O)N2CCN(C(=O)c3ccc(C(F)(F)F)cc3)C[C@H]12
    -1.0	-1.3	0.4	0.0
- Cc1cc(NC(=O)C2CCN(C(=O)Cn3ccc4ccccc43)CC2)no1
    7.4	-3.9	0.0	0.0
- O=C(C1CCCN1S(=O)(=O)c1ccc(Cl)cc1)N1CCCc2ccccc21 (configuration not stated)
    5.8	2.9	-1.3	-0.1
- CC(=O)NC(c1ccccc1C)c1ccc2cccnc2c1O (configuration not stated)
    23.7	84.7*	-0.6	-0.6
- O=[N+]([O-])c1ccc(N2CCN(CCOc3ccccc3Cl)CC2)cc1N1CCOCC1
    21.2	19.2	1.3	0.1
- O=C(CC(NCc1ccccn1)C(=O)O)Nc1ccccc1Cl (configuration not stated)
    103.8*	-2.2	-0.1	-0.2
- COc1ccc(N2CCN(c3nc4c(c(=O)[nH]c(=O)n4C)n3CC(C)O)CC2)cc1 (configuration not stated)
    16.7	1.2	0.1	1.0
- C=CCNC(=O)CN(c1ccccc1F)S(=O)(=O)c1ccc(C)cc1
    -4.8	-4.0	6.6*	0.0
- COc1cc(C(=O)N2CCN(Cc3cccc(Cl)c3)CC2)cc(OC)c1OC
    49.6	9.0	-1.2	-0.1
- CCOc1cc(CO)cc(Cl)c1OCc1cccc(F)c1
    6.7	-5.0	-1.2	0.3
- O=C(CNCC1CCCO1)Nc1ccccc1N1CCOCC1 (configuration not stated)
    46.5	-8.4	-0.7	0.0
- COc1ccc(C=C2C(=O)OC3(CCCCC3)OC2=O)c(OC)c1OC
    9.2	3.1	1.2	0.1
- C/C(=N\NC(=O)c1ccccc1)C(C)(C)C
    -1.1	-63.5	-2.8	0.3
- COc1ccc(I)cc1S(=O)(=O)n1nnc2ccccc21
    -12.3	0.5	0.1	-0.1
- CC(Oc1ccc(Br)cc1)C(=O)N1CCc2ccccc21 (configuration not stated)
    -11.3	5.2	0.0	-0.1
